From PubChem BioAssay
Gli-Sufu block = blocks Gli-Sufu signaling in a luciferase reporter; Sufu-KO-LIGHT fibroblasts, Gli luciferase reporter luminescence; inhibition, % at 5 µM; 340,000 compounds, 0.74% hits; AID 588413;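 active means inhibition above about 55%, limit read from the data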;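 further: 0% = DMSO-treated cells and 100% = wells with medium but no cells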
CCR6 antagonist = blocks CCL20-driven beta-arrestin recruitment at human CCR6; CHO-K1 CCR6 PathHunter beta-arrestin, luminescence, CCL20-stimulated; inhibition, % at 20 µM; P51684; 340,000 compounds, 0.49% hits;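 active means compounds whose inhibition of the agonist-driven luminescence signal at 20 µM reaches about 50%, limit read from the data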;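 further: cells stimulated with CCL20 at 14 nM final; plate controls were DMSO with CCL20 for no effect and DMSO without agonist for full effect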
Target sequence (P51684 whole entry, looked up): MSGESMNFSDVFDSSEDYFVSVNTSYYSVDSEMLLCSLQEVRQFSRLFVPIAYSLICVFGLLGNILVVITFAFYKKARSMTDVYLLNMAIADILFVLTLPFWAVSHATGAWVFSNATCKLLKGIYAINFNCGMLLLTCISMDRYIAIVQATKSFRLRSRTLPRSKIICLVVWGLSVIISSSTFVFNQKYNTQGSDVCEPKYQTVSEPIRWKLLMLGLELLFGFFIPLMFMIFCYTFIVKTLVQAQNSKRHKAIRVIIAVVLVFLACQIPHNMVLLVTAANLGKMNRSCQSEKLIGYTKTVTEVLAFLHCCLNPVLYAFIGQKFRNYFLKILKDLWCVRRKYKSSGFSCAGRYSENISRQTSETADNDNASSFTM
SENP8 block = SENP8 protease inhibition; inhibition, % at 10 µM; 330,000 compounds, 1.2% hits; Q96LD8; purified SENP8, Z-RLRGG-aminoluciferin cleavage, luminescence
Target sequence (Q96LD8 whole entry, looked up): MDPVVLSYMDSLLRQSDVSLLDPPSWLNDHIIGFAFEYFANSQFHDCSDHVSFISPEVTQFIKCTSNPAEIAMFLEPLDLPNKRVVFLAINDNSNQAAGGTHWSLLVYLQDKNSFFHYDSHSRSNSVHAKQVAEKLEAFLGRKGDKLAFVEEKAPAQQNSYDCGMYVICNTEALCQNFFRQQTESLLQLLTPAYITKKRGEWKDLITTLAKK
EBI2 antag = antagonists of human EBI2 receptor | P32249 | EBI2 beta-arrestin recruitment, luminescence, 7a,25-OHC stimulated | inhibition, % at 5 µM | 360,000 compounds, 0.81% hits; in the data active means inhibition above about 38%;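 further: enzyme fragment complementation signal reports receptor beta-arrestin coupling in cells; 0% = agonist plus DMSO wells and 100% = wells without agonist; some results beyond the cut were filed as inactive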
Target sequence (P32249 whole entry, looked up, the tested form may be a part): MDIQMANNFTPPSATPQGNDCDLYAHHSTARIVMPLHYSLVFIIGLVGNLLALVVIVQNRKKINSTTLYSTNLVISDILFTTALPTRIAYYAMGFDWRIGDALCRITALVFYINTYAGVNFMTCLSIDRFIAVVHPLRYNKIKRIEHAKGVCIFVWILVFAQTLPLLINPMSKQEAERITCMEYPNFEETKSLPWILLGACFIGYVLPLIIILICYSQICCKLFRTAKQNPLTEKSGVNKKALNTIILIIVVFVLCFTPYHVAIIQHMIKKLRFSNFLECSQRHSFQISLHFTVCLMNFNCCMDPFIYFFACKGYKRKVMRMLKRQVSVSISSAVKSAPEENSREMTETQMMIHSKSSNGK
UBC13 inh = human UBC13 polyubiquitination inhibition; 330,000 compounds, 0.47% hits; UBC13 polyubiquitin chain formation, TR-FRET; inhibition, % at 20 µM; P61088; in the data active means inhibition above about 45%, passing the limit was not always enough
Target sequence (P61088 whole entry, looked up): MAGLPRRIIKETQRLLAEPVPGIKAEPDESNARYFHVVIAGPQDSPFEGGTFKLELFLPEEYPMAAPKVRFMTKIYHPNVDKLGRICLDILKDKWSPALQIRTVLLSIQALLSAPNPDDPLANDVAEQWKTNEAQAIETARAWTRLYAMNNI
697 NFkB inh = lowers PMA/ionomycin-induced NF-kB signal in 697 B cells | inhibition, % at 4 µM | 330,000 compounds, 0.33% hits | 697 B-cell NF-kB luciferase reporter, 16 h; in the data active means inhibition above about 35%
Apaf1 inhib = human Apaf-1 inhibition; O14727; reconstituted apoptosome caspase-3 activity, DEVD-Rh110 fluorescence; inhibition, % at 20 µM; 330,000 compounds, 0.71% hits; AID 489030; active means inhibition of at least 40% at 20 µM;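 further: plate controls were DMSO wells for no effect and DEVD-CHO caspase inhibitor wells for full effect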
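Assay system: Apoptosome proteins | Medium: pH 7.5 Hepes buffer with CHAPS, BSA, DTT | Also added: Cytochrome c and DEVD-Rh110 substrate | Times: 30 min plus 50 min, RT | Detection: Rhodamine 110 fluorescence at Ex 480/Em 540 nm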
Jurkat NFkB inh = lowers PMA/ionomycin-induced NF-kB signal in Jurkat cells. 330,000 compounds, 0.53% hits. PMA/ionomycin-induced NF-kB luciferase reporter, luminescence. AID 435003. inhibition, % at 4 µM
The depositor's hits bear a star; nt = no result given. Unless noted, no stated cut-off is given here; in the data, active means inhibition above about 50%; inactive means the rest. Not all compounds are listed. The share of hits here may be higher or lower than overall.

SMILES	Gli-Sufu block	CCR6 antagonist	SENP8 block	EBI2 antag	UBC13 inh	697 NFkB inh	Apaf1 inhib	Jurkat NFkB inh
Cc1cccc(Oc2cc([N+](=O)[O-])cc3c2C(=O)Nc2ccccc2O3)c1	-1	-2	-3	28	10	-68	16	16
COC(=O)N[C@@H]1C[C@H]2[C@@H]3CC[C@H]4C[C@@H](OC)CC[C@]4(C)[C@H]3CC[C@]12C	-19	5	-4	7	12	16	17	13
O=C(COC(=O)CNC(=O)c1ccco1)Nc1ccc(Cl)cn1	-5	-8	2	-1	5	5	2	23
COc1ccccc1C1NC(=O)NC(C)=C1C(=O)OC1CCCC(C)C1 (stereo not given)	3	5	11	-8	6	-9	9	-6
CC1(c2ccccc2)NC(=O)N(CC(=O)NCCC2=CCCCC2)C1=O (stereo not given)	-7	6	-7	-2	-13	1	7	-9
O=C(N/N=C/c1cc(Br)ccc1O)c1ccncc1	18	-11	-2	31	-15	-35	-8	14
Cc1ccn(CC(=O)O)c(=O)c1	-5	3	3	-5	5	8	-10	-4
COc1cccc(NC(=S)NCCC(c2ccccc2)c2ccccc2)c1	-22	24	-1	6	0	16	9	-10
CCCCCC(=O)N/N=C/c1cc(Br)c(O)c(OC)c1	0	3	-2	-7	-2	8	-6	7
CC(NS(=O)(=O)c1cccc(C(=O)O)c1)C12CC3CC(CC(C3)C1)C2 (stereo not given)	-8	-5	1	4	-4	7	7	-9
Cc1ccc2[nH]c(O)c(N=NC(N)=S)c2c1	9	15	-4	-1	79*	-1	9	9
CC(=O)N/C(=N\c1nc(C)cc(C)n1)Nc1ccccc1Cl	-21	15	-6	-4	8	9	10	-22
O=C(COC(=O)CC1CC2CCC1C2)NCc1ccccc1 (stereo not given)	9	6	-2	-1	7	-7	2	-5
O=C(C1CC(=O)N(c2ccc3c(c2)OCCO3)C1)N1CCN(c2ccccc2O)CC1 (stereo not given)	5	-15	6	-12	-1	14	-13	10
Cc1coc(C)c1C(=O)CC1(O)C(=O)N(Cc2ccccc2)c2ccccc21 (stereo not given)	1	17	0	-1	5	15	10	2
Cc1cccc(N2CCN(C(=O)c3ccccc3OCc3c(C)noc3C)CC2)c1C	14	20	-9	-2	-1	-20	20	-3
Cc1nnc(C)c2c(C)n(N)c(C)c12	-1	6	-2	-1	3	15	-22	-1
Cn1c(SCC(=O)Nc2cccc(C(=O)O)c2)nnc1-c1cc2cc(Br)ccc2o1	-2	6	0	-10	-5	14	4	4
COc1ccc(CNC(=O)Cn2c(=O)n(CCC(=O)N3CCCCC3)c(=O)c3sccc32)cc1	1	0	-10	-6	4	18	1	-2
COc1ccc(N2CCN(Cc3nc4sc(C)c(C)c4c(=O)[nH]3)CC2)cc1	-2	7	-2	-8	10	17	1	2

Ordered by molar mass (low to high): part of the list above.
SMILES	Gli-Sufu block	CCR6 antagonist	SENP8 block	EBI2 antag	UBC13 inh	697 NFkB inh	Apaf1 inhib	Jurkat NFkB inh
Cc1cccc(Oc2cc([N+](=O)[O-])cc3c2C(=O)Nc2ccccc2O3)c1	-1	-2	-3	28	10	-68	16	16
COc1cccc(NC(=S)NCCC(c2ccccc2)c2ccccc2)c1	-22	24	-1	6	0	16	9	-10
COc1ccc(N2CCN(Cc3nc4sc(C)c(C)c4c(=O)[nH]3)CC2)cc1	-2	7	-2	-8	10	17	1	2
Cc1cccc(N2CCN(C(=O)c3ccccc3OCc3c(C)noc3C)CC2)c1C	14	20	-9	-2	-1	-20	20	-3
O=C(C1CC(=O)N(c2ccc3c(c2)OCCO3)C1)N1CCN(c2ccccc2O)CC1 (stereo not given)	5	-15	6	-12	-1	14	-13	10
COc1ccc(CNC(=O)Cn2c(=O)n(CCC(=O)N3CCCCC3)c(=O)c3sccc32)cc1	1	0	-10	-6	4	18	1	-2
Cn1c(SCC(=O)Nc2cccc(C(=O)O)c2)nnc1-c1cc2cc(Br)ccc2o1	-2	6	0	-10	-5	14	4	4

New compounds follow.
SMILES	Gli-Sufu block	CCR6 antagonist	SENP8 block	EBI2 antag	UBC13 inh	697 NFkB inh	Apaf1 inhib	Jurkat NFkB inh
Cc1ccc(-n2ncc3c(NCc4ccccc4)ncnc32)cc1	11	-12	3	1	10	-107	5	-107
O=C(c1ccc(Cl)c(S(=O)(=O)N2CCCCC2)c1)N1CCCCC1	1	1	-6	5	10	8	-5	7
CCCOc1ccc(S(=O)(=O)N2CCOCC2)cc1[N+](=O)[O-]	-7	12	10	-5	13	17	-20	4
CCOc1ccccc1N1CSC2=C(C#N)C(c3c(OC)ccc4ccccc34)CC(=O)N2C1 (stereo not given)	5	13	1	-13	-58	-10	41*	3
COCc1nnc(NS(=O)(=O)c2ccc(C)cc2)s1	-2	-9	-8	9	-17	-2	9	-11
COc1ccc(NC(=O)CC2SC(=NCc3ccccc3OC)NC2=O)cc1 (stereo not given)	-9	7	1	12	4	0	-3	3
CCN(CCNS(=O)(=O)c1ccc2c(c1)oc(=O)n2C)c1ccccc1	7	-3	-1	-6	0	-12	13	11
Cc1noc(C)c1COC(=O)c1cccnc1Cl	4	-7	1	5	-3	17	2	-4
CC1CCN(c2nc(CN3CCCCC3)nc3scc(-c4ccccc4)c23)CC1	14	27	-11	-8	9	-32	37	-1
CCOC(=O)c1cc2c(ccn2C)n1Cc1ccccc1C	6	23	9	1	-3	1	-4	15
O=C(COc1ncnc2ccccc12)NCC1CCCO1 (stereo not given)	2	1	-5	-11	-2	0	0	-6
O=C1NC2(CCCCC2)C(=O)N1c1ccccc1	-3	-2	-5	-9	-1	0	11	-3
CS(=O)(=O)Nc1cccc(C2=NN(C(=O)c3cccc([N+](=O)[O-])c3)C(c3cccs3)C2)c1 (stereo not given)	-2	9	-7	-4	16	11	9	7
COc1ccc(C(=O)C2CCCN(Cc3c(C)[nH]c4ccccc34)C2)c(OC)c1 (stereo not given)	nt	nt	-2	nt	12	-1	14	11
C[N+]1(CC(=O)OCCCc2ccccc2)CCCCC1	1	12	4	-7	0	10	-21	3
Cc1ccc(Nc2cc(=O)oc3ccccc23)c(C)c1	-4	-3	-5	11	5	2	5	27
CCCn1c2ccccc2c2cnn(CC(=O)O)c(=O)c21	-14	-4	0	4	8	3	3	-17
CN(C)S(=O)(=O)c1cc(NC(=O)CNCc2ccccc2)ccc1Cl	-20	11	12	-5	2	1	6	-9
Nc1c(C(=O)Nc2ccccc2)c2nc3ccccc3nc2n1-c1ccc(O)cc1	-1	-8	6	31	8	9	-35	5
COc1ccccc1C1C(C(=O)c2ccco2)=C(O)C(=O)N1c1cc(C)on1 (stereo not given)	9	7	-3	7	5	15	-14	9

One compound at a time, from the list above. Screens in order: Gli-Sufu block	CCR6 antagonist	SENP8 block	EBI2 antag	UBC13 inh	697 NFkB inh	Apaf1 inhib	Jurkat NFkB inh
Shown for CCCn1c2ccccc2c2cnn(CC(=O)O)c(=O)c21 → -14	-4	0	4	8	3	3	-17
Shown for O=C(COc1ncnc2ccccc12)NCC1CCCO1 (stereo not given) → 2	1	-5	-11	-2	0	0	-6

Going on with the list.
SMILES	Gli-Sufu block	CCR6 antagonist	SENP8 block	EBI2 antag	UBC13 inh	697 NFkB inh	Apaf1 inhib	Jurkat NFkB inh
CN(Cc1ccccc1)C(=O)COC(=O)/C=C/c1ccc2c(c1)OCO2	-16	13	11	1	10	8	1	-9
CCSc1nc2sc3c(c2c(=O)[nH]1)CC(C)(CC)OC3 (stereo not given)	4	-4	-2	10	5	-11	-10	6
CC(=O)NS(=O)(=O)c1ccc(NC(=O)CSc2ccc(Cl)cc2)cc1	1	2	-6	nt	1	16	-5	8
CC(C)Oc1ccccc1OCCCCn1cnc2ccccc2c1=O	-6	1	-1	4	-7	-72	8	-3
Cc1noc(C)c1NC(=O)Nc1ccc2c(c1)CC(=O)N([C@@H](C)CO)C[C@@H](C)[C@@H](CN(C)C(=O)Nc1cccc3ccccc13)O2	-2	13	-5	-6	9	-7	3	-1
CCc1ccccc1NC(=O)C1CCCN(c2nn3c(=O)cc(C)nc3s2)C1 (stereo not given)	5	9	-5	1	5	-2	-3	-10
CCc1nn(CCCC(=O)N2CCc3ccccc3C2)c(=O)c2cc3occc3n12	30	-5	2	0	-5	14	2	1
COc1cccc(/C=C2\SC(N3CCCC(C)C3)=NC2=O)c1OC (stereo not given)	-9	10	-1	8	1	-11	4	-33
O=c1c2sccc2n(Cc2cccc(F)c2)c(=O)n1-c1ccc(F)cc1	-36	2	-4	0	1	12	-3	5
Cc1cc(S(=O)(=O)Nc2cccc(O)c2)c(C)s1	2	10	1	2	9	10	-1	0
Cc1occc1-c1nnc(SCC(=O)NC2CCC(C)CC2)o1 (stereo not given)	1	13	4	-2	3	4	-1	0
CCN(CC)S(=O)(=O)c1ccc(NC(=O)Nc2cccc(C(F)(F)F)c2)cc1	14	31	0	18	-4	-35	-10	8
COc1cccc(S(=O)(=O)N2CCOCC2)c1	-11	-1	-7	-7	-8	6	-6	-6
COc1ccc(Cc2nnc(Nc3ccccc3OC)[nH]c2=O)cc1	nt	0	-1	7	-3	15	-1	-1
O=C(COC(=O)CCCN1C(=O)c2cccc3cccc(c23)C1=O)Nc1cccc(Br)c1	-10	0	6	1	36	9	13	4
O=c1sc2ccccc2c(N2CCCC2)c1[N+](=O)[O-]	-15	8	-10	5	2	3	0	1
N#Cc1ccccc1NCC(=O)N1CCN(S(=O)(=O)c2ccccc2)CC1	4	9	7	10	11	18	-1	-2
O=C(NCCN1CCOCC1)c1cc(-c2ccc(Cl)s2)nc2ccccc12	-6	7	2	2	42	7	6	-1
COc1ccc(NC(=O)c2cc(S(=O)(=O)Nc3ccc(OC)cc3)cs2)cc1	13	19	-5	27	-2	-17	0	-1
COc1ccc(N2CCN(S(=O)(=O)CC34CCC(CC3=O)C4(C)C)CC2)cc1 (stereo not given)	-7	0	-4	8	-2	-4	-5	7
O=C(O)c1ccccc1C(=O)c1ccc2c(c1)CCC2	28	13	-6	-7	2	-5	0	-2
CSc1ncccc1C(=O)OCC(=O)NC(N)=O	-6	3	0	-3	-10	-6	-7	-15
O=S(=O)(/N=C(/Nc1ccc(Cl)c(S(=O)(=O)N2CCOCC2)c1)c1ccc(F)cc1)c1ccccc1	14	4	-1	-3	3	14	26	-9
CCOc1ccc(CCNC(=O)COc2cc(=O)n(C)c3ccccc23)cc1OCC	-5	10	4	1	5	13	-18	-10
CC(C)c1cc(-c2cc(-c3ccccc3)on2)nc(NC2CCCC2)n1	-4	1	-2	15	22	14	7	-10
O=C(Cc1cccc2ccccc12)Nc1nc(-c2cccc([N+](=O)[O-])c2)cs1	3	43	-2	15	-1	23	10	17
O=C(OCC(=O)N1CCC(Cc2ccccc2)CC1)c1cccnc1Cl	5	-1	-6	8	12	-16	8	-1
O=C(c1ccc([N+](=O)[O-])s1)N1CCN(c2ccccc2)CC1	7	6	4	8	0	14	-7	28
Cc1ccc(S(=O)(=O)N2CCC(C(=O)NCCCOC(C)C)CC2)cc1	-1	-5	0	-8	-5	12	-5	2
COc1cc(C)c(NC(=O)C(=S)NCCc2ccccc2)cc1C	-22	7	-3	0	4	13	-5	12
Cc1ccc(S(=O)(=O)Nc2nc3ccc(S(C)(=O)=O)cc3s2)cc1	1	-6	13	-4	-4	6	-2	9
Cc1ccc2c(c1)NC(=O)c1cccc([N+](=O)[O-])c1CO2	nt	nt	-3	nt	-2	18	3	5
Cc1sc2ncn(CC(=O)NCC(=O)N3CCN(c4ccc(F)cc4)CC3)c(=O)c2c1C	27	-5	-7	-3	0	10	-2	-5
CCC(Sc1ncnc2c1c(-c1ccccc1)cn2-c1ccc(OC)cc1)C(=O)OC (stereo not given)	-1	1	-4	12	2	-4	10	11
O=C1CC(c2cccc(O)c2)Oc2ccccc21 (stereo not given)	-4	14	-2	-1	12	9	4	-10
CCN(CC)C(=O)N1CCc2ccccc21	-4	-6	-2	-25	3	-2	3	-7
O=C(CCl)N(C1CCCC1)C1CCS(=O)(=O)C1 (stereo not given)	-9	2	1	-1	-1	13	1	2
CN(C)CCCCCCCCCCC(=O)/C=N/O	1	9	3	-7	1	-16	-18	-10
Nc1c(C(=O)Nc2ccc(Br)cc2)sc2nc(-c3ccco3)ccc12	-17	-6	6	27	28	-1	25	-12
CCOc1ccc(C(=O)Nc2ccc(-c3cc4ccccc4oc3=O)c(C)c2)cc1[N+](=O)[O-]	42	14	2	19	-6	-8	-8	24
CC(C)N1C(=O)C2C(C(=O)NC3CCCCC3)C3C=CC2(O3)C1C(=O)NC1CCCCC1 (stereo not given)	13	-4	0	-5	3	6	6	-5
